# Assay outcomes deposited in PubChem BioAssay by several laboratories.
# RTF Ca sens act: increases calcium sensitivity of human cardiac regulated thin filaments. IANBD-labeled TnC RTF fluorescence at EC20 calcium; 0% EC20 calcium, 100% full calcium. activation, % at 7.2 µM. AID 493008. 340,000 compounds, 0.24% hits. P19429+P45379;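 active = activation above the mean over all tested compounds plus 3 SD, cut at about 30% in these data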;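 note: rise in fluorescence read as greater calcium sensitivity of cardiac thin filaments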
# dFosB activator: enhances mouse delta FosB homodimer DNA binding | purified delta FosB, TAMRA-CDK5 oligo fluorescence polarization; percent of positive-control signal above neutral wells | activation, % at 25 µM | 340,000 compounds, 0.99% hits | AID 493131 | P13346;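 active = mean activation above about 17%, with every replicate also reaching it, limit read from the data, passing the limit was not always enough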;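 note: fluorescence polarization rise as delta FosB binds a TAMRA Cdk5 AP-1 oligo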
# Target sequence (P13346 whole entry, looked up): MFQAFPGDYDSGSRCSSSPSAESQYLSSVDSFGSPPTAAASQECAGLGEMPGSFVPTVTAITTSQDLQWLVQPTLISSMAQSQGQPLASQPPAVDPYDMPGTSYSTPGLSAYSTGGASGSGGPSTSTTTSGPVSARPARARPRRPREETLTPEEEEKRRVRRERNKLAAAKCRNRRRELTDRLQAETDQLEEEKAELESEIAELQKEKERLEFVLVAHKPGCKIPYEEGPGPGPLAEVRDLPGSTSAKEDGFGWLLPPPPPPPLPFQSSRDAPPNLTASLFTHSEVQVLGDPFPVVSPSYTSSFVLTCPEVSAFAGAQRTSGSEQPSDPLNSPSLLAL
# SR-BI HDL uptake: blocks mouse SR-BI lipid uptake from DiI-HDL; Q61009; inhibition, % at 12.5 µM; 320,000 compounds, 0.96% hits; ldlA[mSR-BI] CHO cells, DiI-HDL uptake fluorescence, 3 h; AID 488896;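 active = mean replicate inhibition of at least 70% and a set share of replicates each scoring 70 or more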;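 note: 0% = median of neutral control wells and 100% = median of positive control wells; values of inactives mirror those of a sister screen read the other way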
# PvdQ acylase: blocks Pseudomonas aeruginosa PvdQ acylase activity | 340,000 compounds, 0.063% hits | purified PvdQ acylase, fluorescence plate reader | inhibition, % at 10 µM | AID 488965; in the data active = inhibition above about 30%, passing the limit was not always enough;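 note: 0% = vehicle neutral wells and 100% = reference inhibitor wells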
# HTR5A ag ctr: HTR5A agonism, opioid heterodimer counter-screen. P47898. activation, % at 9.3 µM. HTR5A agonist assay, luminescence, cell-based. 340,000 compounds, 0.61% hits. AID 504692; in the data active = activation mostly above about 9.5%, no sharp cut-off; inactive = mostly below about 7.6%;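 note: 0% = cells with vehicle only and 100% = reference agonist; strong numbers were not always called active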
# Target sequence (P47898 whole entry, looked up): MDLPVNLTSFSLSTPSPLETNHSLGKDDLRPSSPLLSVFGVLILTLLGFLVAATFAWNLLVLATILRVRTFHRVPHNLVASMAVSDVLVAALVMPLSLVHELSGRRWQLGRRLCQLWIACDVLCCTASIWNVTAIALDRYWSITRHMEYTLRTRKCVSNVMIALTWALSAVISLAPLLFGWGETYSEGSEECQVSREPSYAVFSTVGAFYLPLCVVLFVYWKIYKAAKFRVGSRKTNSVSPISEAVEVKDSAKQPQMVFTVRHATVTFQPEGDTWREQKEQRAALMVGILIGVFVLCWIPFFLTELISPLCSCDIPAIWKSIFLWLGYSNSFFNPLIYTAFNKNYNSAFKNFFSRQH
# Rtt109 Vps75: C. albicans Rtt109 histone acetyltransferase inhibition; 330,000 compounds, 0.16% hits; Q5AAJ8; inhibition, % at 34.9 µM; AID 540336; purified Rtt109/Vps75, ThioGlo CoA-SH fluorescence, 4 h;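 active = inhibition of at least 50% in every replicate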
# Target sequence (Q5AAJ8 whole entry, looked up): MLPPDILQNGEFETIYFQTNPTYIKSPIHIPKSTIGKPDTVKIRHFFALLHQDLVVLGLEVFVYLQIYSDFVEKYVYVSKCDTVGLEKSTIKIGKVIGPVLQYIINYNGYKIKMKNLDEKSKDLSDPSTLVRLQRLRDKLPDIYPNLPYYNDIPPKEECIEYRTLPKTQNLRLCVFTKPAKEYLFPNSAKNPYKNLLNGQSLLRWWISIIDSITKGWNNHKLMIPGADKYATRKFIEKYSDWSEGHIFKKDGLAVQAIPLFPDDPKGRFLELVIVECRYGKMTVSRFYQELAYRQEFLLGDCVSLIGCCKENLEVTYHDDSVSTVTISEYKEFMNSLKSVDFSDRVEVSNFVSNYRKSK
# SR-BI uptake up: SR-BI HDL lipid transfer activation; CHO ldlA[mSR-BI] cells, DiI-HDL uptake fluorescence, 3 h; 100 = double the neutral-control signal; 320,000 compounds, 0.096% hits; activation, % at 12.5 µM; AID 504775;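 active = mean replicate activation of at least 60% and every replicate at or above 60%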;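 note: 0% = median plate neutral-control signal and 100% = twice that signal; values of inactives mirror those of a sister screen read the other way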
#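 Material: SR-BI-overexpressing, LDLR-lacking CHO cells | Dosing: Single compound concentration, delivered by pin transfer | Probe or stimulus: Labelled HDL, 10 µg/mL | Signal: Bottom-read cell fluorescence after medium removal, ex 550/em 595 nm | Schedule: 3 h, 37 °C | Evaluation: HDL uptake via cellular fluorescence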
# CDK5 p35 inh: blocks human CDK5/p35 kinase activity; Q00535+Q15078; Recombinant CDK5/p35, ADP-Glo luminescence, 60 min; inhibition, % at 10 µM; 330,000 compounds, 0.01% hits; AID 488839;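 active = highest replicate inhibition of at least 50% and at least 75% of replicates reaching 50%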;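 note: plate controls were DMSO neutral control for no effect and GW8510 at 10 µM for full effect; many of its hits are not listed in these tables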
# MITF act: increases MITF-driven TRPM1 promoter luciferase signal; SK-MEL-5 TRPM1-promoter luciferase, 24 h; % of positive control, neutral wells = 0; activation, % at 12.5 µM; 300,000 compounds, 0.75% hits; AID 588334;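 active = mean activation of at least 80% with every replicate also reaching 80%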;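 note: 0% = neutral control wells and 100% = parthenolide positive control wells; values of inactives mirror those of a sister screen read the other way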
# Wnt bcat act: activates Wnt/beta-catenin signaling in a reporter cell assay | 300,000 compounds, 1.2% hits | AID 743398 | activator, plate reader | activation, % at 9.35 µM; in the data active = activation above about 30%, passing the limit was not always enough;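 note: 0% = neutral control wells and 100% = positive control wells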
# An asterisk follows results filed as active; nt = no result given; & = joins results of further samples.
SMILES,RTF Ca sens act,dFosB activator,SR-BI HDL uptake,PvdQ acylase,HTR5A ag ctr,Rtt109 Vps75,SR-BI uptake up,CDK5 p35 inh,MITF act,Wnt bcat act
C=CCn1c(SCC(N)=O)nc2scc(-c3ccc(C)o3)c2c1=O,-7,-15,-5,7,-2,21,5,-0.6,26,48*
Cc1ccc(C2=NS(=O)(=O)N(C)C(C(=O)NC(C)c3ccccc3)=C2)cc1 (configuration not stated),4,-9,1,-3,4,2,-1,-1.2,nt,0
CCc1sc(C(=O)Nc2ccc(NC(C)=O)cc2)cc1C,0,2,9,-1,4,-4,-9,-0.1,10,3
Cc1cccc(NS(=O)(=O)Cc2ccccc2)c1C,-3,-1,-15,29,-1,9,15,-1.4,17,-2
CNc1nc(NCc2ccccc2)nc(N)c1[N+](=O)[O-],2,2,-2,-10,6,-10,2,-0.2,-15,2
Cc1cccc(N(CC(=O)Nc2c(C)n(C)n(-c3ccccc3)c2=O)S(C)(=O)=O)c1,-2,-6,0,10,3,16,0,-0.6,nt,-7
CCN(CCO)c1nc(N2CCCCC2)c2cnn(C)c2n1,4,1,-7,1,-2,3,7,2.3,0,-4
CC(C)(C)NC(=O)c1ccc(COc2ccc(Cl)cc2Cl)o1,-10,-7,16,1,1,7,-16,0.7,0,1
COc1ccc(-c2noc3c2-c2nc(-c4ccccc4Cl)sc2CC3)cc1,-2,-2,17,9,0,-5,-17,-1.2,6,-2
O=C1c2ccccc2NC(c2ccc(O)cc2)N1/N=C/c1ccc(O)cc1 (configuration not stated),-5,-3,23,4,-1,7,-23,-0.5,52,27

# As a working copy, 5 of the compounds above.
SMILES,RTF Ca sens act,dFosB activator,SR-BI HDL uptake,PvdQ acylase,HTR5A ag ctr,Rtt109 Vps75,SR-BI uptake up,CDK5 p35 inh,MITF act,Wnt bcat act
Cc1cccc(N(CC(=O)Nc2c(C)n(C)n(-c3ccccc3)c2=O)S(C)(=O)=O)c1,-2,-6,0,10,3,16,0,-0.6,nt,-7
CCN(CCO)c1nc(N2CCCCC2)c2cnn(C)c2n1,4,1,-7,1,-2,3,7,2.3,0,-4
CC(C)(C)NC(=O)c1ccc(COc2ccc(Cl)cc2Cl)o1,-10,-7,16,1,1,7,-16,0.7,0,1
COc1ccc(-c2noc3c2-c2nc(-c4ccccc4Cl)sc2CC3)cc1,-2,-2,17,9,0,-5,-17,-1.2,6,-2
O=C1c2ccccc2NC(c2ccc(O)cc2)N1/N=C/c1ccc(O)cc1 (configuration not stated),-5,-3,23,4,-1,7,-23,-0.5,52,27

# Other entries follow.
SMILES,RTF Ca sens act,dFosB activator,SR-BI HDL uptake,PvdQ acylase,HTR5A ag ctr,Rtt109 Vps75,SR-BI uptake up,CDK5 p35 inh,MITF act,Wnt bcat act
COc1cccc2cc3c(=O)oc4ccccc4c3nc12,-5,1,18,2,-2,7,-18,-0.7,-15,nt
OC(COc1ccc(CN2CCCCO2)cc1)CN1CCCCC1 (configuration not stated),6,-12,-7,-8,-1,-1,7,-1.0,-3,nt
Cc1csc(NC(=O)CSc2nncs2)n1,-1,0,-40,-4,2,-1,40,1.5,15,6
N#CCCN(C(=O)COC(=O)CCc1nc2ccccc2c(=O)[nH]1)c1ccc(F)cc1,3,-13,-36,12,10*,11,36,-0.4,2,0
O=C(Cn1cnc2ccccc21)N/N=C/c1cccs1,-1,6,-3,-11,nt,2,3,-1.0,14,-3
CCOC(=O)CSc1nc2cc(C(=O)N3CCC(C(N)=O)CC3)ccc2c(=O)n1-c1ccccc1,-3,-12,-11,4,-1,-5,11,-1.3,12,nt
COc1ccccc1-c1coc2c(CN(C)C)c(O)ccc2c1=O,-6,0,-26,10,-4,1,26,2.3,4,-1
O=S(=O)(Cc1ccccc1)NCCc1cccc(Cl)c1,0,2,22,-7,-3,-1,-22,-0.1,-2,-1
N#CCC(=O)Nc1ccc(C(=O)OCC(=O)c2ccc3c(c2)OCCO3)cc1,7,-1,33,2,5,7,-33,-4.0,43,27
Cc1cccc(NS(=O)(=O)c2cccc(C(=O)NCCCN3CCCC3=O)c2)c1,-2,-6,-6,-10,-1,-1,6,0.5,3,0
Cc1ccc(C(=O)N2CC3(C(C)C)CN(C(=O)c4ccc(C)cc4)CC(C(C)C)(C2)C3=O)cc1,-1,-9,-1,-10&-3,-4,-3&0,1,-0.2,-1,2
COc1ccc(C)cc1S(=O)(=O)N1CCN(C(=O)c2ncoc2-c2cccc(C)c2)CC1,1,-9,nt,-3,2,10,nt,0.0,nt,-1
COc1ccc(C(=O)Nc2ccncc2)cc1OC,5,-17,10,-14,2,0,-10,-0.3,17,nt
Cc1c(Cl)cccc1NC(=S)N(CCN(C)C)C(C)c1ccco1 (configuration not stated),-4,-3,10,1,1,5,-10,0.3,-6,2
N#Cc1ccsc1NC(=O)C1CCN(S(=O)(=O)c2cccs2)CC1,3,-7,6,-6,1,0,-6,-0.1,13,2
COc1cccc(C(C)NC(=S)NCc2ccc(F)cc2)c1 (configuration not stated),1,-6,-22,-20,6,-3,22,-3.6,9,-1
N/C(Cn1cncn1)=N\NC(=O)C(=O)Nc1ccccc1,-2,7,-6,14,-10,3,6,0.5,-17,-10
COC(=O)c1cc(S(=O)(=O)N2CCCCCC2)c[nH]1,-5,-2,-13,-5,1,3,13,-1.8,1,-1
c1coc(CNc2nc(-c3cccs3)cs2)c1,-3,-8,15,-9,1,8,-15,-2.4,78,22
CCOC(=O)C1(CCOC)CCN(Cc2nc(-c3cccs3)oc2C)CC1,6,-1,16,-6,1,-7,-16,0.6,-12,-2

# In the list so far, these contain an NH in an aromatic ring:
SMILES,RTF Ca sens act,dFosB activator,SR-BI HDL uptake,PvdQ acylase,HTR5A ag ctr,Rtt109 Vps75,SR-BI uptake up,CDK5 p35 inh,MITF act,Wnt bcat act
N#CCCN(C(=O)COC(=O)CCc1nc2ccccc2c(=O)[nH]1)c1ccc(F)cc1,3,-13,-36,12,10*,11,36,-0.4,2,0
COC(=O)c1cc(S(=O)(=O)N2CCCCCC2)c[nH]1,-5,-2,-13,-5,1,3,13,-1.8,1,-1

# (more compounds)
SMILES,RTF Ca sens act,dFosB activator,SR-BI HDL uptake,PvdQ acylase,HTR5A ag ctr,Rtt109 Vps75,SR-BI uptake up,CDK5 p35 inh,MITF act,Wnt bcat act
CCOc1ccc(C(=O)OC2CCN(C)CC2)cc1,-6,-6,-5,-17,-2,5,5,0.8,27,nt
CC12CCC(=O)N1C(C(=O)Nc1nc3c(F)cc(F)cc3s1)CS2 (configuration not stated),2,-7,0,-10,1,-2,nt,-3.1,-13,1
Cc1ccc(-c2cc(=O)c3ccc(Cl)cc3[nH]2)cc1,-4,-6,49,-1,7,0,-49,0.5,-6,-3
Cc1nn(C(C)(C)C)c(NC(=O)c2ccc(Cl)cc2Cl)c1Br,nt,-3,20,-19,nt,-12,-20,0.0,nt,-2
C/C=C(\C)C(=O)OC1CC(C)(C)C[C@H]2C3=CC[C@@H]4[C@@]5(C)CCC(O[C@@H]6O[C@@H](C(=O)O)[C@@H](O)C(O[C@@H]7OC[C@H](O)[C@@H](O)[C@@H]7O[C@@H]7OC(CO)C(O)[C@@H](O)[C@@H]7O)C6O[C@@H]6OC(CO)C(O)C(O)C6O)[C@@](C)(CO)[C@@H]5CC[C@]4(C)[C@]3(C)CC(O)[C@@]12CO (some centres not stated),-2,-3,-43,-14,2,8,43,0.4,-44,-24
CCC(=O)Nc1cccc(NC(=O)c2ccccc2Cl)c1,-5,2,36,-3,-4,1,-36,0.4,-3,7
Cc1ccccc1OCC(=O)N/N=C/c1ccc(N(C)C)cc1,-2,3,2,2,2,6,-2,1.0,19,4
COc1cc2c(cc1OC)C(C)N(C(=O)Nc1cc(C)cc(C)c1)CC2 (configuration not stated),-6,-14,nt,-11,6,-5,nt,1.1,-21,-3
COC(=O)c1cc(O)c(O)c(O)c1,-3,1,-3,-14,-4,0,3,-1.6,8,-2
CC1CCCC(NC(=O)Nc2cccs2)C1C (configuration not stated),1,0,-3,-12,1,5,3,1.5,-2,-4
Cc1ccc(Cl)cc1C1=CC(=O)C[C@H](c2ccc(F)cc2)C1,-3,8,24,1,3,-1,-24,-0.1,1,-2
COc1ccc(CNCc2cccc3ccccc23)cc1,-3,-4,-5,-12,3,3,5,-5.9,nt,0
Cc1cc(C)c2nc(-c3ccccn3)cc(C(=O)NCCc3ccc(S(N)(=O)=O)cc3)c2c1,1,4,44,-2,3,8,-44,0.5,-22,-9
CS(=O)(=O)N(CC(=O)NCCSc1ccccn1)c1cccc2ccccc12,1,-11,2,-10,3,-4,-2,0.0,1,-2
CC(O)(CS(=O)(=O)Cc1ccccc1)c1ccc(Cl)cc1 (configuration not stated),-8,-6,11,-26,5,nt,-11,-3.8,-5,-1
Cn1c(=O)cc(SCC(=O)NCCN2CCN(c3ccccc3F)CC2)c2cc(Cl)ccc21,2,-11,38,-4,-11,-13,-38,1.5,4,-6
O=C(COC(=O)c1ccc2ncsc2c1)Nc1ccc(Cl)cc1,-6,-5,-2,3,1,-1,2,1.4,-2,1
C=CCNC(=O)/C(C#N)=C/c1cc(Br)ccc1OC,0,-11,6,-12,8,-10,-6,0.0,-6,1
CCN1C(=O)[C@@H]2C(C(=O)c3cnccn3)=NN[C@@H]2C1=O,-1,-3,-9,-10,1,-10,9,0.6,nt,8
CCOC(=O)c1c(C)n(OCc2ccccc2)c2ccc3c(no[n+]3[O-])c12,8,0,86*,0,6,14,-86,1.8,4,-2
CCSc1nnnn1-c1ccccc1,-2,3,-22,-10,-3,-5,22,-0.5,10,nt
CCOc1ccccc1NC(=O)CN1C(=O)C(=O)N(Cc2ccco2)C1=O,1,-5,nt,-11,-2,-6,nt,4.1,3,-2
Cc1ccccc1C(=O)NCC(=O)NNC(=O)c1cccc(Cl)c1,-2,5,-12,-4,-3,-2,12,-1.5,nt,6
CCCN(CCC)CCCNC(=O)Cn1cnc2sc(C)c(S(=O)(=O)N3CCCCC3)c2c1=O,2,4,nt,-9,-1,0,nt,-5.6,nt,13
CSc1nc2sccc2c(=O)[nH]1,6,-1,-14,-12,-2,-2,14,-1.7,-10,0
Cc1ccc(S(=O)(=O)NN2C(=O)c3ccccc3NC2c2ccco2)cc1 (configuration not stated),nt,6,-19,5,nt,-5,19,0.9,5,-1
COc1ccc(CCNC(=O)CC2Nc3ccccc3NC2=O)cc1 (configuration not stated),-6,-8,35,7,4,3,-35,-3.0,nt,nt
